HKDC1 inhibitor – blocks human hexokinase HKDC1 activity; Q2TB90; recombinant HKDC1, G6PDH/diaphorase resazurin coupled fluorescence; inhibition, % at 20 µM; 0.16% of 340,000 active; AID 493160;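 active = inhibition above about 35% when tested at 20 µM, limit read from the data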;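 also: plate controls were DMSO wells with enzyme for no effect and DMSO wells lacking enzyme for full effect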
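Test system: HK5 enzyme. Quantity: 5 µg/mL HK5 final. Reagent: glucose and ATP substrates. Schedule: 90 min reaction incubation at room temperature, dark. Technique: resazurin-to-resorufin fluorescence via G6PDH and diaphorase coupling, 525/613 nm. Control set: DMSO wells with and without enzyme mix.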
UBC13 polyUb – blocks human UBC13 polyubiquitin chain formation. P61088. TR-FRET. inhibition, % at 20 µM. 0.47% of 330,000 active. AID 485273; in the data active = inhibition above about 45%, passing the limit was not always enough
Target sequence (P61088 whole entry, looked up): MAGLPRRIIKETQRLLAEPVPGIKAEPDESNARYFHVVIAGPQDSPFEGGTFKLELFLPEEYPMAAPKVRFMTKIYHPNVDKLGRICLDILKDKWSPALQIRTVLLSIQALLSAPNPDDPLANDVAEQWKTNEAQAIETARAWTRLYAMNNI
697 NFkB inh – inhibitors of the PMA/ionomycin-induced NF-kB reporter in 697 B cells. 697 B-cell NF-kB luciferase reporter, 16 h. inhibition, % at 4 µM. 0.33% of 330,000 active; in the data active = inhibition above about 35%
Apaf-1 inh – inhibitors of human Apaf-1 apoptosome; reconstituted apoptosome caspase-3 activity, DEVD-Rh110 fluorescence; inhibition, % at 20 µM; 0.71% of 330,000 active; AID 489030; active = inhibition of at least 40% at 20 µM;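 also: plate controls were DMSO wells for no effect and DEVD-CHO caspase inhibitor wells for full effect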
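Assay system: Apoptosome proteins | Medium: pH 7.5 Hepes buffer with CHAPS, BSA, DTT | Also added: Cytochrome c and DEVD-Rh110 substrate | Times: 30 min plus 50 min, RT | Detection: Rhodamine 110 fluorescence at Ex 480/Em 540 nm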
Jurkat NFkB inh – lowers PMA/ionomycin-induced NF-kB signal in Jurkat cells | PMA/ionomycin-induced NF-kB luciferase reporter, luminescence | inhibition, % at 4 µM | 0.53% of 330,000 active | AID 435003
SENP7 block – blocks the human protease SENP7; AID 434973; inhibition, % at 5 µM; recombinant SENP7, Z-RLRGG-aminoluciferin luminescence, 40 min; 1.5% of 330,000 active; Q9BQF6;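 active = inhibition above about 50% at the single test dose, limit read from the data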;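 also: plate controls were DMSO with enzyme for no effect and no enzyme buffer wells for full effect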
Target sequence (Q9BQF6 706-1050 limits assumed): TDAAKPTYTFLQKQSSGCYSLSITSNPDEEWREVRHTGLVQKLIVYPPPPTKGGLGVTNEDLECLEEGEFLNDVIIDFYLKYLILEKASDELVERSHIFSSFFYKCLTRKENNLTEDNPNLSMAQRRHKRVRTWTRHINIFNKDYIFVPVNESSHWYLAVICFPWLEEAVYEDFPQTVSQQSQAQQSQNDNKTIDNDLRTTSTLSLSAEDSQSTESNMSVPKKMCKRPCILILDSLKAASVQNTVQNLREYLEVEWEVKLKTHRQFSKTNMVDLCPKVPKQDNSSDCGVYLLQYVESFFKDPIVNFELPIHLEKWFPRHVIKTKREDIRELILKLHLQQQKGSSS
Gli-Sufu antag – antagonists of Gli-Sufu signaling; AID 588413; Sufu-KO-LIGHT fibroblasts, Gli luciferase reporter luminescence; 0.74% of 340,000 active; inhibition, % at 5 µM;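 active = inhibition above about 55%, limit read from the data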;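 also: 0% = DMSO-treated cells and 100% = wells with medium but no cells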
SENP8 block – inhibitors of human SENP8 protease; 1.2% of 330,000 active; inhibition, % at 10 µM; purified SENP8, Z-RLRGG-aminoluciferin cleavage, luminescence; Q96LD8
Target sequence (Q96LD8 whole entry, looked up): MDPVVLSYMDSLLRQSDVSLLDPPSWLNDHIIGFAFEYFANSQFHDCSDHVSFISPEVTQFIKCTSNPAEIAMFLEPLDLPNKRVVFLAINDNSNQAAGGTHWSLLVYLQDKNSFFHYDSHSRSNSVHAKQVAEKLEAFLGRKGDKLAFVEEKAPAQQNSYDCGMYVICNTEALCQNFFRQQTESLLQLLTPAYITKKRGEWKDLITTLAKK
An asterisk follows results filed as active; . = not tested or not shown. Rule as the data show it, unless noted: active = inhibition above about 50%; inactive = the rest.

SMILES	HKDC1 inhibitor	UBC13 polyUb	697 NFkB inh	Apaf-1 inh	Jurkat NFkB inh	SENP7 block	Gli-Sufu antag	SENP8 block
Cc1cc(NC(=O)COc2cccc(Oc3ccccc3)c2)no1	-1.8	-2.8	-3.0	7.6	34.7	-12.5	15.5	-10.3
CCCOc1ccc(N2C(=O)CC(NCc3ccc(S(N)(=O)=O)cc3)C2=O)cc1 (configuration not stated)	-7.5	-1.7	-4.5	4.4	-34.5	1.0	-1.2	-6.7
CC(C)CNC(=O)c1cc(-c2ccc3c(c2)OCO3)on1	-6.5	-0.8	-114.4	9.0	-98.0	32.4	-71.0	12.4
CCCNC(=O)N1CCN(C(=O)NCCC)CC1	7.0	0.6	21.8	-2.0	-8.3	-0.3	5.2	5.8
N#C/C(=C\c1c(F)cccc1Cl)C(=O)NC1CC1	7.2	0.0	6.5	9.0	-8.4	0.2	24.4	-6.3
CCOc1cc(NC(=O)C2CCCCC2)c(OCC)cc1NC(=O)c1ccco1	-2.5	-6.5	-27.5	11.5	-22.5	-5.9	10.2	-11.7
CCc1ccc(N2CN(CCc3ccccc3)CNC2=S)cc1	1.2	-4.3	-3.9	8.1	-20.1	5.1	3.5	-4.4
COC(=O)/C=C/c1c(C)[nH]c(=O)[nH]c1=O	-4.3	4.7	5.9	-25.4	8.3	-4.4	-0.5	5.0
C=CC[C@@H](CC(=O)N[C@H](CO)Cc1ccccc1)C(=O)N[C@H](COC(=O)[C@@H](CC=C)Cc1ccc(F)cc1)C(C)(C)C	6.1	4.2	-10.9	30.2	-15.9	-5.0	-6.4	-13.4
CN(Cc1nccn1C)C(=O)CC1C(=O)NCCN1CC(c1ccccc1)c1ccccc1 (configuration not stated)	0.7	2.5	-6.3	-1.0	-13.9	1.5	3.5	-2.4
Cc1ccc(CN2CCN(c3ncccn3)CC2)c(C)c1	0.4	-0.2	-6.1	-14.3	-10.3	-3.5	1.9	1.1
O=C(CC(=O)Nc1cccc(F)c1)Nc1cccc(F)c1	3.5	10.1	-4.8	-18.8	-9.7	-5.3	29.8	-1.9
Cc1ccc(NC(=O)CSc2nnc(NC(=O)C3CC3)s2)cc1	-2.0	10.7	4.6	0.2	7.4	-2.9	-6.8	-4.5
O=C(NCCCn1ccnc1)c1ccc(Cl)cc1	1.3	-1.9	12.0	-10.8	5.7	-2.0	5.1	-2.0
CN(Cc1ccccc1)S(=O)(=O)c1csc(C(N)=O)c1	2.5	-4.8	-58.9	4.7	-6.7	8.2	4.4	4.6
Cc1ccc(CNC(=O)C(OC(=O)c2cccs2)C(C)C)cc1 (configuration not stated)	-3.9	2.3	0.9	13.7	2.8	3.7	27.1	-6.5
CC(C)(c1cc(Br)c(O)c(Br)c1)c1cc(Br)c(O)c(Br)c1	15.4	-2.7	21.7	-3.8	-0.8	-2.7	14.3	-15.6
CC(Sc1nc(-c2ccccc2)cc(C(F)(F)F)n1)C(=O)Nc1ccc2c(c1)OCO2 (configuration not stated)	-3.0	0.1	8.4	14.1	1.8	3.9	29.6	-8.3
CCC(C)NC(=O)C1CC(c2ccc(OC)cc2)=NO1 (configuration not stated)	-14.0	8.2	28.4	-13.2	-4.6	-5.4	-6.2	1.6
C[C@H](CO)N1C[C@H](C)[C@@H](CN(C)C(=O)Nc2ccc3c(c2)OCO3)Oc2ccc(NC(=O)Nc3ccc(C(F)(F)F)cc3)cc2C1=O	8.3	-2.2	-0.6	20.5	5.2	1.6	-11.1	7.2
CCn1cc(C2=NOC(C(=O)Nc3c(C)nn(Cc4ccc(F)cc4)c3C)C2)c(C)n1 (configuration not stated)	-4.6	3.5	4.9	4.7	-1.0	0.7	8.9	1.4
NC(=O)c1ccccc1N/C=C1\CCCCC1=O	-11.9	1.8	24.6	-3.3	-5.1	-2.5	-32.5	1.3
O=C1C=CC(=O)N1Nc1ccc(Br)cc1	2.3	-5.6	16.3	-7.7	6.8	0.2	5.3	-6.2
CCOc1cc(/C=C(\C#N)C(=O)Nc2cccc(C(=O)O)c2)cc(Br)c1OC(=O)c1ccc(OC)cc1	17.6	-23.8	-30.7	23.5	-12.8	-6.5	24.2	-8.2
COc1ccc(CCn2c(Br)nc3c2c(=O)[nH]c(=O)n3C)cc1	-1.4	-21.1	-15.6	-2.8	56.6*	-4.9	5.7	-6.8
SMILES	HKDC1 inhibitor	UBC13 polyUb	697 NFkB inh	Apaf-1 inh	Jurkat NFkB inh	SENP7 block	Gli-Sufu antag	SENP8 block
Cc1ccc(NC(=S)Nc2ccc(F)cc2)cc1C	-0.7	-0.6	-13.3	-7.7	-9.3	6.3	38.6	3.7
CC(=O)N1CCc2cc(S(=O)(=O)NCC(=O)NCc3ccc(F)cc3)ccc21	-6.6	-2.7	-11.7	-12.9	-2.9	6.4	-12.9	-4.3
COCCNS(=O)(=O)c1ccc2c(c1)Cc1cc(S(=O)(=O)NCCOC)ccc1-2	3.8	-4.6	11.3	-7.4	12.8	-2.6	0.5	5.4
CC(=O)N1CCN(C(=O)c2ccc(Cl)c(S(=O)(=O)N3CCc4ccccc43)c2)CC1	-6.4	7.0	8.8	2.3	3.7	4.2	7.0	0.3
Cc1c(NC(=O)CSc2nc3ccccc3s2)c(=O)n(-c2ccccc2)n1C	2.4	-6.7	-30.8	7.0	-16.6	2.7	-11.0	1.3
Cc1ccc(C2C(C(=O)O)c3ccccc3C(=O)N2C)o1 (configuration not stated)	0.2	-5.3	7.1	-1.3	0.3	-22.9	0.2	-2.3
CCOC(=O)c1cc2n(n1)C(C(F)(F)F)CC(C)N2 (configuration not stated)	-5.4	-6.0	7.3	3.8	-13.0	-4.2	-1.0	-4.3
COc1ccc(-n2nc(C(=O)N3CCCCC3)c3ccccc3c2=O)cc1	0.3	-4.8	-20.1	-13.2	-2.6	-3.9	-0.5	1.6
Cn1c(=O)cc(OCCCC(=O)NCCC2=CCCCC2)c2ccccc21	-8.6	12.4	6.7	1.3	-8.0	2.3	10.0	1.1
COc1ccc(Cl)cc1NC(=O)C1CCN(C(=O)Nc2ccccc2)CC1	0.8	6.7	-6.6	-0.4	4.8	5.7	6.2	4.9
Cc1cc(C)cc(NC(=O)Cn2nnc(C(=O)NCc3ccc4c(c3)OCO4)c2N)c1	3.7	4.2	15.8	1.1	12.5	-5.2	-10.7	6.9
Cc1ccc2c(=O)n3c(nc2c1)C(Cc1ccccc1)NC(=O)c1ccc(Cl)cc1-3 (configuration not stated)	.	8.1	-4.7	3.0	6.2	-5.4	.	5.8
COc1ccccc1CC(=O)NC(=O)c1ccccc1O	3.8	16.1	13.8	8.2	-8.9	-10.2	20.8	-6.8
COc1ccc(S(=O)(=O)NC2CC2)cc1-n1cnnn1	13.1	-2.5	-54.7	3.1	-26.7	-8.1	-8.6	-3.4
COc1cc(OC)cc(C(=O)NCCC(c2ccccc2)c2ccccc2)c1	-2.3	4.6	-0.5	16.8	3.1	2.1	5.7	-6.1
O=C(CCNS(=O)(=O)c1ccccc1)N1CCN(C(c2ccccc2)c2ccccc2)CC1	.	5.5	5.8	11.9	-6.6	1.4	.	1.3
CC(C)OCCCNC(=O)c1cc2c(s1)CS(=O)(=O)C2	-4.5	-2.7	3.3	-10.9	7.1	97.8*	3.1	-0.3
CCOc1cc(CO)cc(Br)c1OCC(=O)Nc1ccccc1C	-1.5	10.0	-4.0	-6.2	10.1	5.1	-4.3	3.7
Cc1ccc(-c2nnc(N(C)C(=O)c3cccnc3)s2)cn1	1.4	4.8	18.0	1.2	-13.0	2.8	-4.7	4.4
COc1ccc(-n2cnnc2SCC(=O)N(C)c2ccccc2)cc1	-5.1	7.8	3.1	0.9	-2.3	6.9	-5.6	12.1
CC1CCN(C(=O)COC(=O)CNC(=O)C23CC4CC(CC(C4)C2)C3)CC1	-1.0	-5.8	5.2	-6.4	4.6	13.0	-8.0	11.9
COC(=O)c1ccccc1NC(=O)C1CCN(C(=O)c2cc(OC)c(OC)c(OC)c2)CC1	-8.2	0.0	-5.2	9.5	2.3	-3.8	-7.7	-7.1
NS(=O)(=O)c1ccc(N/N=C/c2ccccc2C(=O)O)c([N+](=O)[O-])c1	1.8	-81.5	5.1	-8.4	-2.4	15.7	5.0	4.3
Cc1ccc(NC(=S)N2CCC(NC(=O)c3ccc(C)cc3)CC2)cc1	-0.5	2.1	5.1	7.5	11.0	-1.2	4.9	-1.4
C=CCNc1nc(C(=O)OCC(=O)NCc2cccc(Cl)c2)cs1	2.6	4.0	-12.7	9.6	2.5	-0.3	-0.9	0.0

Single records, as listed above. Values in the order: HKDC1 inhibitor	UBC13 polyUb	697 NFkB inh	Apaf-1 inh	Jurkat NFkB inh	SENP7 block	Gli-Sufu antag	SENP8 block
Cc1cc(C)cc(NC(=O)Cn2nnc(C(=O)NCc3ccc4c(c3)OCO4)c2N)c1 is listed as 3.7	4.2	15.8	1.1	12.5	-5.2	-10.7	6.9
COc1ccc(Cl)cc1NC(=O)C1CCN(C(=O)Nc2ccccc2)CC1 is listed as 0.8	6.7	-6.6	-0.4	4.8	5.7	6.2	4.9
CC(C)OCCCNC(=O)c1cc2c(s1)CS(=O)(=O)C2 is listed as -4.5	-2.7	3.3	-10.9	7.1	97.8*	3.1	-0.3
COc1ccc(-n2nc(C(=O)N3CCCCC3)c3ccccc3c2=O)cc1 is listed as 0.3	-4.8	-20.1	-13.2	-2.6	-3.9	-0.5	1.6

Next section.
SMILES	HKDC1 inhibitor	UBC13 polyUb	697 NFkB inh	Apaf-1 inh	Jurkat NFkB inh	SENP7 block	Gli-Sufu antag	SENP8 block
CCCCOP(=O)(OCCCC)C(O)c1ccc(F)cc1 (configuration not stated)	-4.7	10.4	0.6	-4.6	3.4	3.0	4.1	4.3
O=C(N/C(=C/c1ccc([N+](=O)[O-])cc1)C(=O)N1CCOCC1)c1ccco1	-3.1	1.9	6.8	0.4	10.5	5.5	-8.4	8.2
COc1ccc(C)c2sc(NC(=O)CCS(=O)(=O)c3ccccc3)nc12	2.6	8.1	-7.8	27.5	12.2	-1.7	4.7	0.9
COc1ccc(-c2cc(-c3ccccc3)n3ncnc3n2)cc1	0.1	10.3	-13.7	6.8	-2.1	-3.9	6.8	-11.5
O=C(CN1C(=O)S/C(=C\c2ccccc2)C1=O)Nc1cc([N+](=O)[O-])ccc1O	4.5	-29.7	-6.1	-9.1	-1.7	7.9	2.5	14.7
O=C(Nc1ccccc1Cl)c1cccs1	-2.6	4.9	-17.0	-0.5	-6.4	-5.5	-11.0	-12.1
Cc1cccc(/C=C/c2onc(C)c2S(=O)(=O)N2CCC(C(=O)N3CCCCC3)CC2)c1	-1.0	-5.0	-26.5	9.6	-3.5	7.9	-2.5	-13.5
OCCN(C=NC1=NN(c2cccc(C(F)(F)F)c2)CC1)CCO	-1.7	-3.0	-1.0	8.0	9.2	0.8	-6.2	5.5
CC(C(=O)Oc1ccc2c(c1)OCO2)N1C(=O)c2ccccc2C1=O (configuration not stated)	.	1.4	6.2	1.9	6.8	-5.9	.	-6.5
COc1ccc([N+](=O)[O-])cc1C(=O)NCCOc1ccc(Cl)cc1	2.2	-7.1	-29.2	10.2	13.6	-2.1	3.8	-12.8
CCOC(=O)c1sc(NC(=O)/C=C/c2cnn(CC)c2C)c(C(=O)OCC)c1C	1.9	20.7	9.0	1.6	6.2	23.6	11.8	-1.5
CCCCNC(=S)Nc1cccc(S(=O)(=O)NC2=NCCC2)c1	-9.2	-6.7	0.0	3.4	-12.9	-5.2	-2.9	2.7
O=C(COC(=O)CCC(=O)c1ccc(F)cc1)Nc1ccc(F)cc1F	1.8	-2.9	-3.8	7.0	-0.9	-5.7	1.6	-5.5
O=c1cc(CSc2ccc([N+](=O)[O-])cc2)nc2sccn12	-3.8	-8.5	6.6	6.7	-12.6	-5.4	-18.7	-12.3
COc1ccc(NC(=O)Nc2nnc(CC(=O)Nc3ccccc3)s2)cc1	-1.0	6.7	14.4	-26.2	-0.4	1.1	-10.6	0.7

Nothing new here: entries from further up.
SMILES	HKDC1 inhibitor	UBC13 polyUb	697 NFkB inh	Apaf-1 inh	Jurkat NFkB inh	SENP7 block	Gli-Sufu antag	SENP8 block
CCCCOP(=O)(OCCCC)C(O)c1ccc(F)cc1 (configuration not stated)	-4.7	10.4	0.6	-4.6	3.4	3.0	4.1	4.3
O=C(N/C(=C/c1ccc([N+](=O)[O-])cc1)C(=O)N1CCOCC1)c1ccco1	-3.1	1.9	6.8	0.4	10.5	5.5	-8.4	8.2
